Screening data (PubChem BioAssay)
p97 inhibitor – blocks human p97 ATPase activity. recombinant p97 ATPase, Kinase-Glo ATP luminescence, 3 h. inhibition, % at 8 µM. actives 0.42% (n = 220,000); in the data active = inhibition above about 15%;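 also: 0% = DMSO vehicle and 100% = wells lacking enzyme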
EP2 antag – EP2 receptor (human) inhibition; actives 0.52% (n = 260,000); C6 glioma cells expressing human EP2, cAMP TR-FRET; cells stimulated with saturating PGE2; inhibition, % at 25 µM; P43116; AID 1422;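 active = percent inhibition above 40 after rounding to a whole number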;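 also: rat C6 glioma host cells with rolipram phosphodiesterase inhibitor present; the protocol text gives 20 µM as final concentration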
Target sequence (P43116 whole entry, looked up): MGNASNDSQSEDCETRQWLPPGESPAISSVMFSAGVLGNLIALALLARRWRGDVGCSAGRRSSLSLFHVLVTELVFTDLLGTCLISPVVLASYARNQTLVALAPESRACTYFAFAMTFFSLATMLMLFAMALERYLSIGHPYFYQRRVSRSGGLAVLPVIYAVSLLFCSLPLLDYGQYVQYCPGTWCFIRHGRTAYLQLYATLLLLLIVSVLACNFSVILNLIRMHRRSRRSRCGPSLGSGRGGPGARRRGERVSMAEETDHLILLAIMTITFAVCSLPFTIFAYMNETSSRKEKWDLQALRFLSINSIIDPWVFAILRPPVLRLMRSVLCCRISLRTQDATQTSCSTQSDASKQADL
TbHK1 inh – T. brucei hexokinase 1 inhibition. recombinant TbHK1, G6PDH-coupled NADH A340. inhibition, % at 10 µM. actives 0.11% (n = 220,000);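 active = inhibition of 50% or more in the single-dose primary screen; inactive = inhibition below 50%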
BaF3 parental – parental Ba/F3 viability inhibition as JAK2V617F counter-screen; actives 1.1% (n = 220,000); inhibition, % at 5.6 µM; CellTiter-Glo ATP luminescence;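 active = inhibition above a per-campaign cutoff, the mean inhibition of all tested compounds plus 3 SD, cut at about 27% in these data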;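 also: 0% = DMSO wells and 100% = JAK Inhibitor I control wells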
Furin inhibitor – blocks human furin protease activity; P09958; inhibition, % at 30 µM; purified furin, fluorogenic substrate cleavage; actives 0.061% (n = 220,000); in the data active = inhibition above about 25%; also: inactives centre near -15
PPC-1+TRAIL kill – PPC-1 cancer cell killing with TRAIL present; AID 1443; cell killing (% activity), % at 4 µM; actives 0.41% (n = 220,000); PPC-1 cells + TRAIL, ATPLite viability luminescence;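 active = cell killing above 50% in the first pass at 4 µM, then a duplicate retest at 5 µM averaging 50% or more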;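 also: plate controls were cells with TRAIL plus DMSO for no effect and medium-only wells lacking cells for full effect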
p47phox inh – inhibitors of human p47phox binding | P14598 | p47phox/p22phox peptide binding, fluorescence polarization, 2 h | inhibition, % at 24.7 µM | actives 0.53% (n = 220,000) | AID 1274;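 active = inhibition above about 30%, limit read from the data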;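 also: 0% = p47phox with labelled peptide and 100% = labelled peptide alone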
Target sequence (P14598 whole entry, looked up): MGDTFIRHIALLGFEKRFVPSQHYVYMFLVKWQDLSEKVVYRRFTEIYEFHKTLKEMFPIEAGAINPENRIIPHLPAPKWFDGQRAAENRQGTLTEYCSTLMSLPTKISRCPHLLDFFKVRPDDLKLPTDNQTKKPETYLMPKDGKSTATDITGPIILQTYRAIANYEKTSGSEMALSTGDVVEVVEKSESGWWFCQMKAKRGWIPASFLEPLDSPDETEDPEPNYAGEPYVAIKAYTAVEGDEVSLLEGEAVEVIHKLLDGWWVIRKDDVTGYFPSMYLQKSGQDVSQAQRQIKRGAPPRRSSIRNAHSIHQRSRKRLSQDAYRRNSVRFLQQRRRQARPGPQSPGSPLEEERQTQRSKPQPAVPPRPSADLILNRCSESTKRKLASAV
Ba/F3 V617F tox – lowers viability of Ba/F3 cells expressing EpoR and JAK2V617F. actives 1.1% (n = 220,000). inhibition, % at 5.6 µM. ATP luminescence;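 active = inhibition above the campaign mean plus 3 SD over all tested compounds, cut at about 24% in these data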;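 also: cytokine-independent growth of Ba/F3 cells driven by EpoR plus mutant JAK2; 0% = DMSO-treated cells and 100% = JAK inhibitor I control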
RBBP9 inhibitor – blocks human serine hydrolase RBBP9. actives 0.2% (n = 220,000). recombinant RBBP9, FP-Rh probe fluorescence polarization. inhibition, % at 7.94 µM;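 active = inhibition above the campaign mean of all tested compounds plus 3 SD, cut at about 14% in these data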;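 also: plate controls were DMSO wells with RBBP9 for no effect and wells lacking RBBP9 protein for full effect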
Target sequence (O75884 whole entry, looked up): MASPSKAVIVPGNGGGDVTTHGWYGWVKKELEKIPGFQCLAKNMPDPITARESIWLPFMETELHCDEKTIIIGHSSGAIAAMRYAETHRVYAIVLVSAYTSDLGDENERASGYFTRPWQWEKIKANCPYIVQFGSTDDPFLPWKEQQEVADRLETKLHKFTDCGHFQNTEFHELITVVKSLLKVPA
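Controls: DMSO-treated enzyme wells and wells lacking RBBP9 | Material: RBBP9 protein | Technique: Fluorescence polarization | Replication: Single well per compound, no replicates | Buffer or medium: Tris-NaCl-Pluronic buffer, pH 8.0 | Timing: 30 min compound preincubation, 45 min probe labeling, 25 °C | Read-out basis: Percent inhibition from mP, scaled between DMSO and no-protein wells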
An asterisk follows results filed as active; / = not tested or not shown; [ ] = remark or other dose. Only part of the results is shown, so the mix of outcomes need not match the whole.

SMILES	p97 inhibitor	EP2 antag	TbHK1 inh	BaF3 parental	Furin inhibitor	PPC-1+TRAIL kill	p47phox inh	Ba/F3 V617F tox	RBBP9 inhibitor
O=C(COc1ccccc1)NNc1nc2c(F)cccc2s1	5	10	-4	4	-14	-2	-1	2	1
c1ccc(-c2cn3nc4c(nc3n2)CCCC4)cc1	0	11	-14	4	-17[20 µM]	7	-6	4	-5
CN(CC(=O)Nc1ccc(N2CCOCC2)cc1)CC(=O)Nc1ccc([N+](=O)[O-])cc1Br	2	4	-26	6	-13	-1	-8	2	0
Cn1c(C(=O)Nc2ccc3c(c2)OCCO3)cc2c(=O)n(C)c3ccccc3c21	2	5	-26	7	-16	34	5	5	2
COCCn1nnnc1C(c1ccc2ncccc2c1)N1CCc2ccccc21 (stereo unspecified)	2	6	45	5	-7	2	4	1	-8
CSc1ccccc1NC(=O)c1cnccn1	1	5	-13	-3	-14[20 µM]	15	-20	-1	-4
CC(C)n1nnnc1SCC(=O)NCc1ccc2c(c1)OCO2	1	9	-1	5	-30[20 µM]	11	6	0	-6
C=COCCNC(=S)Nc1ccccc1	2	5	-3	4	-29	6	-2	-2	-6
O=C(O)CCC(=O)Nc1ccc(NC(=O)c2ccc(Cl)cc2Cl)c(Cl)c1	3	12	-3	5	-16	/	13	2	-3
O=C(NN=C1CCCC1)c1n[nH]c2c1CCCC2	-5	2	6	1	0	12	-1	3	-10
Cc1ccc(NC(=O)COn2nnc3ccc(S(=O)(=O)N(C)C)cc32)cc1F	3	8	-6	6	-18[20 µM]	11	-14	0	-2
O=C(O)c1ccc(N/N=C/c2ccc3nccnc3c2)cc1	-22	9	-24	2	-5	23	-11	5	-1
CCN(CCCNC(=O)C1CCCN(S(=O)(=O)c2cnc[nH]2)C1)c1ccccc1 (stereo unspecified)	-6	15	1	2	-8	18	0	1	-2
Cc1ccc(C)c(OCc2n[nH]c(=S)o2)c1	2	4	-2	-2	-26	28	-23	-3	-2
O=C(NCCO)C1(c2ccc(Cl)cc2)CCCC1	2	4	-9	-6	-13[20 µM]	-14	-14	-5	-5
Brc1ccc2c(c1)[C@H]1OCC[C@H]1[C@@H](c1cccs1)N2	-6	7	-8	2	-14	7	-10	-2	4
Cc1nc2ncnn2c(N2CCN(S(=O)(=O)c3ccc(Br)cc3)CC2)c1C	3	3	-2	7	-18	/	-4	-3	-12
CCCNC(=O)CNC(=S)N(Cc1cc(OC)c(OC)c(OC)c1)C1CCCC1	6	7	25	-2	-16	5	-12	-5	4
Cn1c(C(=O)NC2CCCC2)cc2c(=O)n(C)c3ccccc3c21	-4	6	-3	-2	9	9	-2	-2	3
O=c1[nH]c2cc3c(cc2cc1CN(Cc1ccco1)C(=S)NCC1CCCO1)OCCO3 (stereo unspecified)	4	6	-13	5	-5	/	-6	0	1
COc1cc(NC(=O)c2ccc(C)c([N+](=O)[O-])c2)ccc1NC(=O)c1ccco1	-5	12	2	13	-5	5	4	9	-2
Cc1ccc(C(=O)NS(=O)(=O)c2ccccc2)cc1	5	4	-2	3	-25	/	-10	-1	-5
COc1cc(OC)cc(-c2nc3ccccc3c(=O)n2OC(=O)c2ccc(C)c(C)c2)c1	-3	8	24	13	1	18	-4	5	-5
CN(CCc1ccccn1)C(=S)NC(=O)c1ccco1	-2	5	-3	5	-25	22	1	2	-8

The closing three compounds of the part before are carried over, then new ones follow.
SMILES	p97 inhibitor	EP2 antag	TbHK1 inh	BaF3 parental	Furin inhibitor	PPC-1+TRAIL kill	p47phox inh	Ba/F3 V617F tox	RBBP9 inhibitor
Cc1ccc(C(=O)NS(=O)(=O)c2ccccc2)cc1	5	4	-2	3	-25	/	-10	-1	-5
COc1cc(OC)cc(-c2nc3ccccc3c(=O)n2OC(=O)c2ccc(C)c(C)c2)c1	-3	8	24	13	1	18	-4	5	-5
CN(CCc1ccccn1)C(=S)NC(=O)c1ccco1	-2	5	-3	5	-25	22	1	2	-8
CC1CCCC(NC(=O)NC(=O)CCl)C1C (stereo unspecified)	0	6	2	-9	-22	20	5	58*	-1
CC(=O)Nc1ccc2nc(NC(=O)CCc3ccccc3)sc2c1	-2	4	0	7	-6	-4	-20	5	-6
Cc1ccc2[nH]c3c(c2c1)CCNC3=O	1	6	-11	6	-24	13	-2	1	3
O=C(Nc1ccc(Cl)c(C(F)(F)F)c1)C1CCCN(S(=O)(=O)c2cnc[nH]2)C1 (stereo unspecified)	2	1	-2	-1	-17	1	/	0	4
O=C(O)c1cccc(NS(=O)(=O)c2ccc(-c3ccc(S(=O)(=O)Nc4cccc(C(=O)O)c4)cc3)cc2)c1	1	1	3	-1	-14	-7	-17	1	-10
C=CCn1c(O)c(N=NC(=O)CNC(=O)c2ccco2)c2ccccc21	2	0	6	7	-2	17	-2	0	-3
Cc1ccc(/C=N/Nc2ccc(Cl)c(C(=O)O)c2)s1	-3	11	22	6	12	24	-3	4	-15
O=S1(=O)CC/C(=N\O)c2ccccc21	2	5	6	6	-22[20 µM]	17	-1	-2	-4
CCOC(=O)c1c(N2C(=O)Nc3ccccc3N2O)n[nH]c1-c1cccc(Cl)c1	3	2	0	2	-18	7	4	0	-8
CCOC(=O)C1=C(NC(=O)c2ccc(Br)o2)Nc2ccccc2N=C1	3	2	6	7	-28	-4	-15	-4	-6
Cn1cc(CN2CCN(Cc3ccccc3)CC2)c(-c2cccc(Cl)c2)n1	-3	5	-5	3	-14	7	0	1	7
CSc1nnc(-c2sc3cc(C(F)(F)F)cnc3c2-c2ccccc2)n1C	3	12	-10	7	-14[20 µM]	2	9	1	1
CN1C(=O)c2ccccc2Sc2ccc(NC(=O)N3CCOCC3)cc21	3	-2	-1	8	-20	1	-8	-2	-3
CC(C)CN1CCC(=O)N(CCSc2ccc(Br)cc2)CC1	/	8	1	/	-3	8	-1	/	/
C/C(Nc1ccccc1)=C(/C#N)C(N)=O	3	7	-2	2	-23[20 µM]	7	-14	-1	5
O=[N+]([O-])c1ccc(/C=N/N/C(=N/c2ccccn2)c2ccccn2)cc1	1	/	-25	0	6[20 µM]	4	-6	-1	1
O=C(O)c1ccccc1C1=Nc2ccc(O)cc2Oc2cc(O)ccc21	1	7	3	7	-25	3	24	1	0
CCOC(=O)C1(Cc2ccc(O)cc2)NC(c2ccco2)C2C(=O)N(c3ccccc3F)C(=O)C21 (stereo unspecified)	-8	3	4	2	-1	22	-9	3	-13
CCOCCCNC(=O)N[C@@H](Cc1ccccc1)C(=O)OC	2	13	6	2	-20	-3	-8	-2	0
CN(C)S(=O)(=O)c1cccc2nsnc12	2	/	-4	1	-21	5	-16	1	-6
COC(=O)c1c(CSc2cccc(C)c2)noc1C(=O)NCc1ccco1	-13	2	3	-1	-10[20 µM]	5	-5	2	-9
CC(Sc1cccc[n+]1[O-])C(=O)Nc1ccc([N+](=O)[O-])cc1Cl (stereo unspecified)	-3	4	-10	5	-6	9	3	5	-7
ClCc1csc(N/N=C/c2cccs2)n1	0	2	-20	1	0	16	-14	6	-5
Cc1oc(-c2ccc(Cl)cc2)nc1CN1CCCC(C(=O)NCCCN2CCOCC2)C1 (stereo unspecified)	-2	/	-4	10	0	14	-1	-2	-4
C=CCOc1cccc(C2C(C(=O)c3cccs3)=C(O)C(=O)N2Cc2cccnc2)c1 (stereo unspecified)	0	9	-10	5	-8	/	0	-1	-11
CC(C)N(C(=O)CSc1nnc(CNc2ccc(F)cc2)o1)C(C)C	0	-5	6	0	-8[20 µM]	14	6	0	-3
CCn1cc(C(=O)O)c(=O)c2cc(S(=O)(=O)N(C)C)ccc21	10	5	-32	1	-16	/	-12	-2	7
COC(=O)COc1ccc(NS(=O)(=O)c2cccc([N+](=O)[O-])c2)cc1	0	10	-1	6	-15	14	-3	1	-6
FC(F)(F)c1ccc2c(c1)C1C=CCC1C(c1ccncc1)N2 (stereo unspecified)	4	7	-5	10	2	22	-14	-1	2
O=C(CCCN1C(=O)CCC1=O)Nc1ccc2c(c1)OCCO2	-4	11	5	6	-12[20 µM]	25	-8	6	0
O=C(NC1CCCCC1)C1CCN(S(=O)(=O)c2cccc3nsnc23)CC1	3	5	0	2	-11[20 µM]	23	-4	-4	-4
COCCNc1ncnc2c1cnn2Cc1ccc(Cl)cc1	1	15	9	4	-22[20 µM]	17	-1	-2	-7
CN1C(=O)C2(c3ccccc31)N(C)CC(c1ccccc1)C21SC(=S)N(Cc2ccco2)C1=O (stereo unspecified)	-1	5	-17	4	-6[20 µM]	10	4	-2	-1
O=C(NCc1ccccc1)c1cc(-c2ccco2)on1	2	8	1	0	-12[20 µM]	26	-9	-4	-4
CCN(CC)S(=O)(=O)c1ccc(/C=C/C(=O)OCC(=O)N(C)C)cc1	3	6	-3	9	-17	1	-7	-2	2
Cc1ccc(-n2c(=O)[nH]cc(C(=O)Nc3ccc4c(c3)OCCO4)c2=O)cc1C	3	2	2	2	-6[20 µM]	7	-8	-3	1
CC(=O)NNc1ncnc2c1cnn2-c1ccc(C)cc1	3	4	-1	3	-26	2	-1	-2	-8
COc1ccc(CNC(=O)COC(=O)c2cnccn2)cc1	-4	3	9	6	-14[20 µM]	3	6	1	-3
O=C(C1CC1)N1CCN(S(=O)(=O)c2ccc3c(c2)OCCO3)CC1	1	6	-4	7	-21	20	-6	2	-6
Clc1cc(Cl)cc(Nc2ncnc(-n3cccc3)n2)c1	3	7	-2	2	-24	-2	0	0	-6
CCN(C(=S)Nc1ccc(OC(F)F)cc1)C1CCCCC1	0	7	-3	-2	-27	-10	-7	-3	-2
CC(=O)c1ccc(NC(=O)c2cc(Cl)nc3ccccc23)cc1	3	5	-4	6	-30	13	-8	2	-5
O=C(CSc1nnc(NC2CCCCC2)s1)NN1C(=O)NC2(CCCCC2)C1=O	-5	10	-2	14	-4	-14	-29	7	1
O=C(Nc1cccc(O)c1)c1cnn2cccnc12	-1	8	-12	4	-8[20 µM]	21	-5	1	-4
COc1ccc(C(CC(=O)O)NC(=O)OC(C)(C)C)cc1 (stereo unspecified)	-7	12	1	1	-15[20 µM]	8	-8	2	-11
O=C(Cn1ncc2c3ccccc3n(Cc3ccccc3)c2c1=O)N1CCN(c2ncccn2)CC1	3	6	7	0	-13[20 µM]	-4	-21	-5	-3
COC(=O)Cc1[nH]c(=S)[nH]c1C(=O)OC	4	3	-6	1	-23	9	0	-5	-1
O=C1CSC(=Nc2ccc(Cl)cc2)N1Cc1ccco1	7	4	-1	5	-17	26	-19	-4	-4
O=C(O)CCC(=O)Nc1ccc(Br)cc1C(=O)c1ccc(Cl)cc1	1	8	-9	-1	-14	-8	-9	1	-1
CCOC(=O)c1c(NC(=O)CSc2nnc(-c3ccc(C)cc3)o2)sc(C(C)=O)c1C	-1	7	-9	5	-5[20 µM]	-4	-19	-1	-5
Cc1cc(N2CCN(C)CC2)nc2ccc(NC(=S)N3CCN(c4cccc(Cl)c4)CC3)cc12	2	3	-19	4	-16	7	6	0	-6
COC(=O)c1ccc(-n2cncn2)c([N+](=O)[O-])c1	2	9	-2	6	-28	8	-12	0	-7
CC(C)(C)NC(=O)CN(C(=O)CNC(=O)c1cccs1)c1ccc2c(c1)OCCO2	-1	15	-2	7	-21[20 µM]	11	-10	-2	0
